VLA-4 inh: inhibition in a human VLA-4 binding assay; P13612; VLA-4 expressing cells, ligand binding flow cytometry; inhibition, % (about 7 µM as worked out from the volumes in the protocol); hit rate 0.2% among 330,000; in the data active = inhibition above about 50%
PME-1 inh: PME-1 (human) inhibition; Q9Y570; recombinant PME-1, FP-Rh probe fluorescence polarization; inhibition, % at 5.9 µM; hit rate 0.53% among 320,000;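 active = inhibition above the campaign mean of all compounds plus 3 SD, cut at about 26% in these data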;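 note: competitive labeling of PME-1 active site by serine hydrolase directed probe; 0% = PME-1 with DMSO and 100% = wells lacking PME-1 enzyme; inhibitors block probe labeling so polarization falls and inhibition rises; many of its hits are not listed in these tables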
Efflux pump inh: inhibitors of Candida antifungal efflux pumps expressed in yeast; AID 485275; inhibition, % at 10 µM; hit rate 0.44% among 330,000; S. cerevisiae Candida pump triplex, Nile Red efflux;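 active = plate passing quality check with inhibition over a set limit, or well fluorescence over plate mean plus 4 SD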;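 note: Nile Red retained in pooled yeast measured as flow cytometry median fluorescence; 0% = buffer negative control and 100% = Enniatin B positive control; higher means more Nile Red kept so more efflux inhibition; some compounds called inactive have numbers as strong as hits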
MEX-5 binding: C. elegans MEX-5 TCR-2 RNA binding activity | Q9XUB2 | MEX-5/FITC-TCR2 RNA binding, fluorescence polarization; hits give low values | activity score (negative = inhibition of binding), % at 10 µM | hit rate 0.38% among 300,000;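 active = inhibition past about -25% in most replicates, and total fluorescence under double the plate's negative control median, limit read from the data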;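 note: 0% = DMSO and -100% = 5 µM competing unlabeled TCR2 RNA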
Target sequence (Q9XUB2 whole entry, looked up): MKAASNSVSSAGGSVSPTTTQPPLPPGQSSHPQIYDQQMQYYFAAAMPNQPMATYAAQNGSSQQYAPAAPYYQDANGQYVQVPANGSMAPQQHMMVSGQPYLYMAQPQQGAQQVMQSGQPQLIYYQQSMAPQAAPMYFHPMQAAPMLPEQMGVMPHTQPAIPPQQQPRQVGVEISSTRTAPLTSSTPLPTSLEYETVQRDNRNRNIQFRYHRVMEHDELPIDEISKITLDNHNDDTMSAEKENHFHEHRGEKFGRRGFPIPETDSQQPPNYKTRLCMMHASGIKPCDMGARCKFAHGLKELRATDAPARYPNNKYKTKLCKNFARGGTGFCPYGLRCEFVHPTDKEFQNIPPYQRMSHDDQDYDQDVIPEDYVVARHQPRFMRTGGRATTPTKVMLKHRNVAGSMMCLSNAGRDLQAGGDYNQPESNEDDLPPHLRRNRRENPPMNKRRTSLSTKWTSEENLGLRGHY
GLD-1 RNA inh: GLD-1-TGE RNA interaction inhibition (C. elegans). Q17339. purified GLD-1 + fluorescein TGE RNA, fluorescence polarization. inhibition, % at 5.96 µM. hit rate 0.44% among 320,000. AID 2280;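 active = percent inhibition above a per-plate cutoff, the plate mean of test compounds plus 3 SD, cut at about 30% in these data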;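 note: 0% = DMSO wells with GLD-1 and probe and 100% = wells lacking GLD-1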
Target sequence (Q17339 whole entry, looked up): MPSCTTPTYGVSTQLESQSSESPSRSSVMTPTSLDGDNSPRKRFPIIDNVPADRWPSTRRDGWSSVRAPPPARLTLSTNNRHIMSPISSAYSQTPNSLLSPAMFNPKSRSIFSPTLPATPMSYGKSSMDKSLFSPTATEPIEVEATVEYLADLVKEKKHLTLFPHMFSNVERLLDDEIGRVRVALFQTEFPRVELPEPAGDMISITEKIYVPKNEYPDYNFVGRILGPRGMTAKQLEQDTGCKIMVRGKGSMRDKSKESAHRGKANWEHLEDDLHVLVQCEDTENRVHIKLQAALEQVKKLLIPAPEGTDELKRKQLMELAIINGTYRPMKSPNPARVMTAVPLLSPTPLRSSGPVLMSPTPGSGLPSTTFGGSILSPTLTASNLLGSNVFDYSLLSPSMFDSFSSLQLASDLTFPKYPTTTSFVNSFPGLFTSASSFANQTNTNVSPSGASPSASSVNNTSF
GRK2 aptamer HTS: blocks RNA aptamer binding to human GRK2; bead flow cytometry, FAM-aptamer displacement from GRK2; P25098; inhibition of aptamer binding, % at 10 µM; hit rate 0.59% among 330,000;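 active = inhibition of aptamer binding above 40%, roughly 3 SD of noise, on plates passing a quality check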;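 note: median bead fluorescence of bound FAM aptamer so fluorescent compounds give negative values; no value below 0 was filed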
MCL1-BIM inh: disrupts human MCL1 binding to BIM-BH3 peptide; Q07820; GST-MCL1 / FITC-Bim-BH3 fluorescence polarization; inhibition, % at 10.9 µM; hit rate 0.68% among 320,000; AID 2057;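 active = inhibition above the mean inhibition of all tested compounds plus 3 SD, set per campaign, cut at about 40% in these data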;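 note: 0% = DMSO wells and 100% = unlabeled Bim-BH3 peptide control; higher means more loss of mP so more displacement of Bim peptide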
Bcl-xL primary: inhibitors of human Bcl-xL | Q07817 | GST-Bcl-xL / FITC-Bim BH3 peptide fluorescence polarization | inhibition, % at 10.9 µM | hit rate 0.7% among 320,000 | AID 2129;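 active = inhibition above the mean of all tested compounds plus 3 SD, cutoff set per campaign, cut at about 30% in these data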;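 note: 0% = DMSO wells and 100% = unlabeled Bim-BH3 peptide competitor; inhibitors lower millipolarization by displacing the labeled peptide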
Fam108B counter: blocks mouse Fam108B hydrolase in RBBP9 counter-screen | recombinant Fam108B, FP-Rh probe fluorescence polarization | inhibition, % at 9.51 µM | hit rate 0.33% among 300,000 | AID 1947;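 active = inhibition above the screen mean inhibition plus 3 SD, computed separately per campaign, cut at about 18% in these data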;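 note: inhibitors lower polarization as less probe binds the enzyme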
* hit, by the source's call; nt = no result given. Not all compounds are listed, so the mix of outcomes need not match the whole.

No.	Molecule	VLA-4 inh	PME-1 inh	Efflux pump inh	MEX-5 binding	GLD-1 RNA inh	GRK2 aptamer HTS	MCL1-BIM inh	Bcl-xL primary	Fam108B counter
1	CC(=O)c1cccc(NS(=O)(=O)c2ccc(N/C=C\C(=O)c3ccc(F)cc3)cc2)c1	-28.8	-15.0	0.2	-3.0	4.1	1.0	-22.7	-11.4	22.0*
2	O=C(NCC(=O)N1CCN(S(=O)(=O)c2ccccc2)CC1)c1ccc2ccccc2c1	3.3	5.1	0.1	1.8	0.8	4.0	2.8	2.5	-3.4
3	COc1ccc2[nH]cc(C(=O)CN3CC(C)CC(C)C3)c2c1 (stereo not given)	7.7	1.9	-0.4	-0.3	-0.3	1.0	-5.0	0.5	-1.7
4	COc1ccc(CC(=O)NCc2ccc(-n3cccc3)cc2)cc1OC	-12.4	-2.7	-0.2	-0.3	-0.9	0.0	0.9	3.4	1.8
5	Cc1ccc(S(=O)(=O)N2CCN(C)CC2)c(C)c1	0.9	7.4	0.0	1.1	5.7	0.0	6.1	2.5	3.3
6	C(=N\NC1=Nc2cccc3cccc1c23)/c1cccnc1	-198.8	16.9	0.1	-0.1	-32.2	1.0	-0.7	2.5	2.7
7	CCCCN(CCCNC(=O)C1CCCN(S(=O)(=O)CCC)C1)Cc1ccccc1 (stereo not given)	-25.4	4.6	-0.1	0.4	-36.0	0.0	5.5	4.7	-9.0
8	Cc1cccc(C)c1NC(=O)N1CCC(c2nc3ccccc3o2)CC1	2.6	6.9	0.1	0.6	-0.4	0.0	2.4	-1.9	-5.6
9	COc1ccc(Oc2nc(C)cc(C)c2S(=O)(=O)c2ccc(C)cc2)cc1	7.5	2.0	0.2	1.4	-5.1	1.0	2.1	1.1	-1.0
10	CCc1ccc(OCCOCC(O)CN2CCN(Cc3ccc(Cl)cc3)CC2)cc1 (stereo not given)	13.8	-4.2	-0.1	-2.3	2.0	0.0	-0.6	3.2	0.7
11	COc1ccc(CN(C(=O)CN2C(=O)c3ccccc3S2(=O)=O)C(C(=O)NCC2CCCO2)c2ccncc2)cc1 (stereo not given)	7.1	1.2	0.2	2.7	2.4	0.0	1.6	3.7	-6.6
12	CCOc1ccc(C2C(C#N)=C(N)SC(N)=C2C#N)cc1OC	-12.0	-56.7	0.0	12.8	-81.5	3.0	-100.8	-42.0	-30.5

In another format: results already given.
Each structure is followed by: VLA-4 inh, PME-1 inh, Efflux pump inh, MEX-5 binding, GLD-1 RNA inh, GRK2 aptamer HTS, MCL1-BIM inh, Bcl-xL primary, Fam108B counter
1	CC(=O)c1cccc(NS(=O)(=O)c2ccc(N/C=C\C(=O)c3ccc(F)cc3)cc2)c1
  -28.8, -15.0, 0.2, -3.0, 4.1, 1.0, -22.7, -11.4, 22.0*
5	Cc1ccc(S(=O)(=O)N2CCN(C)CC2)c(C)c1
  0.9, 7.4, 0.0, 1.1, 5.7, 0.0, 6.1, 2.5, 3.3

Four entries from above, reformatted.
4: COc1ccc(CC(=O)NCc2ccc(-n3cccc3)cc2)cc1OC
5: Cc1ccc(S(=O)(=O)N2CCN(C)CC2)c(C)c1
6: C(=N\NC1=Nc2cccc3cccc1c23)/c1cccnc1
7: CCCCN(CCCNC(=O)C1CCCN(S(=O)(=O)CCC)C1)Cc1ccccc1 (stereo not given)
screen / no.	4	5	6	7
VLA-4 inh	-12.4	0.9	-198.8	-25.4
PME-1 inh	-2.7	7.4	16.9	4.6
Efflux pump inh	-0.2	0.0	0.1	-0.1
MEX-5 binding	-0.3	1.1	-0.1	0.4
GLD-1 RNA inh	-0.9	5.7	-32.2	-36.0
GRK2 aptamer HTS	0.0	0.0	1.0	0.0
MCL1-BIM inh	0.9	6.1	-0.7	5.5
Bcl-xL primary	3.4	2.5	2.5	4.7
Fam108B counter	1.8	3.3	2.7	-9.0

Next section:
No.	Molecule	VLA-4 inh	PME-1 inh	Efflux pump inh	MEX-5 binding	GLD-1 RNA inh	GRK2 aptamer HTS	MCL1-BIM inh	Bcl-xL primary	Fam108B counter
13	Cc1ccc(NC(=O)C[n+]2ccccc2)cc1[N+](=O)[O-]	11.8	5.0	-0.1	-1.9	-1.1	0.0	2.1	-1.0	1.6
14	O=C(COc1ccc2ccc(=O)oc2c1)Nc1ccc(N2CCOCC2)cc1	15.2	2.0	0.2	-2.5	4.3	0.0	-4.0	0.8	8.6
15	COc1ccc(/C=C2\SC(=S)N(C(C(=O)O)c3ccccc3)C2=O)c(OC)c1 (stereo not given)	-1.5	25.4	0.0	17.1	-54.8	0.0	-51.0	-31.2	-2.4
16	CN1CCc2c(sc(NC(=O)Cc3ccccc3)c2C#N)C1	0.0	-8.0	0.0	-7.1	2.6	3.0	-1.4	2.3	1.4
17	Cc1cc(C(=O)COC(=O)Cc2n[nH]c(=O)c3ccccc23)c(C)n1-c1ccc2c(c1)OCCO2	-7.8	2.5	0.0	-0.5	3.8	29.0	-9.0	2.5	-0.7
18	COc1ccc(C(C)NC(=O)Cc2cccs2)cc1 (stereo not given)	0.2	-3.0	0.0	-0.9	0.3	0.0	8.5	8.6	-4.9
19	O=S(=O)(c1ccc(Oc2ccc3oc4ccccc4c3c2)nc1)N1CCCC1	2.8	-1.1	-0.1	0.5	6.0	0.0	3.9	6.4	-0.2
20	Cc1ccc(NC(=O)C(C)c2ccc(-c3ccccc3)c(F)c2)cc1 (stereo not given)	88.3*	-28.2	0.0	1.5	-2.8	1.0	-2.6	-2.3	-31.1
21	Cc1ccc(Nc2ccc(C(=O)N3CCCC3)cn2)c(C)c1	-0.6	5.4	0.0	-1.2	3.7	0.0	7.3	5.2	2.6
22	Cc1cc2nc(N)sc2cc1C	-2.5	0.9	0.0	1.8	-0.7	0.0	-4.7	-0.2	4.8
23	Cc1cccc(C(=O)Nc2ccccc2C(=O)NCc2ccco2)c1	1.9	-2.3	0.6	2.1	5.4	0.0	4.0	1.0	-4.2
24	Cc1ccccc1/C(N)=N/O	8.9	-0.1	-0.1	0.4	4.6	0.0	0.0	3.6	2.8

By substructure: those above containing a halogen (3)
No.	Molecule	VLA-4 inh	PME-1 inh	Efflux pump inh	MEX-5 binding	GLD-1 RNA inh	GRK2 aptamer HTS	MCL1-BIM inh	Bcl-xL primary	Fam108B counter
1	CC(=O)c1cccc(NS(=O)(=O)c2ccc(N/C=C\C(=O)c3ccc(F)cc3)cc2)c1	-28.8	-15.0	0.2	-3.0	4.1	1.0	-22.7	-11.4	22.0*
10	CCc1ccc(OCCOCC(O)CN2CCN(Cc3ccc(Cl)cc3)CC2)cc1 (stereo not given)	13.8	-4.2	-0.1	-2.3	2.0	0.0	-0.6	3.2	0.7
20	Cc1ccc(NC(=O)C(C)c2ccc(-c3ccccc3)c(F)c2)cc1 (stereo not given)	88.3*	-28.2	0.0	1.5	-2.8	1.0	-2.6	-2.3	-31.1

(list continues)
No.	Molecule	VLA-4 inh	PME-1 inh	Efflux pump inh	MEX-5 binding	GLD-1 RNA inh	GRK2 aptamer HTS	MCL1-BIM inh	Bcl-xL primary	Fam108B counter
25	Cc1ccc(C)c(NC(=O)CSc2nnc(NC(=O)C3CC3)s2)c1	-2.2	0.5	-0.1	-0.7	7.8	0.0	12.1	4.9	0.8
26	CC1=N/C(=C\c2ccc3c(c2)OCO3)C(=O)N1c1ccc(C(=O)O)cc1	0.0	1.7	0.2	3.4	-16.6	0.0	-0.2	-4.3	-3.3
27	CCOC(=O)[C@H]1[C@H]2COc3ccccc3[C@@H]2N2C(=O)[C@@H](C)NC(=O)[C@@]12C	0.4	nt	-0.2	nt	5.7	3.0	nt	nt	nt
28	COc1ccc(N=CC=C2OC(C)(C)C(C)(C)O2)cc1OC	-7.0	4.0	-0.2	-1.1	12.4	2.0	11.1	13.7	0.2
29	S=c1nc(Cc2ccccc2)[nH]c2ccccc12	10.7	-0.3	0.0	0.9	-7.6	8.0	9.7	7.1	-0.7
30	CCOC(=O)N1CCN(c2c(NCCc3ccc(OC)c(OC)c3)c(=O)c2=O)CC1	20.1	-2.3	0.1	-0.7	-5.4	0.0	8.7	9.2	-4.0
31	Cc1nc2ccc3nc(NC(=O)c4ccco4)sc3c2s1	-2.1	-5.2	0.1	-1.8	-10.5	0.0	-8.2	-3.3	2.8
32	CN1CCN(C2=C(Cl)C(=O)N(c3ccc(Cl)cc3)C2=O)CC1	2.6	1.4	0.0	2.3	5.0	0.0	2.4	0.1	-3.4
33	COc1ccc(N2C(=O)[C@@H]3[C@H](C2=O)[C@H]2C=CC=NN2[C@@H]3C(=O)Nc2ccc(Cl)cc2)cc1	4.5	-4.1	-0.2	1.7	4.6	1.0	6.1	6.5	-2.6
34	NCC(=O)N1CCC(C(=O)N[C@@H](Cc2c[nH]c3ccccc23)C(=O)O)CC1	2.8	nt	0.1	-2.7	nt	0.0	nt	nt	nt
35	Cc1cc2c(NC(=O)Nc3ccc(C(F)(F)F)cc3)cccc2nn1	12.1	-48.9	0.0	3.2	-8.0	0.0	2.2	16.6	-46.8
36	CCn1nc(C)c(CN2CCCCC2C(=O)Nc2ccc(Oc3cccnc3)cc2)c1C (stereo not given)	-6.7	1.3	0.0	-0.6	4.2	0.0	7.9	8.2	1.3
37	Cc1cc2c(c(=O)o1)C(C(C)C)C(C#N)=C(N)O2 (stereo not given)	18.9	2.2	0.8	-1.4	-1.8	4.0	-9.1	-4.2	-9.5
38	Cc1nnc(NC(=O)CCC(=O)NCc2ccco2)s1	5.5	-0.9	0.1	-2.2	5.7	0.0	4.0	0.7	-6.8
39	Cc1nc(SCC(=O)N2CCc3ccccc3C2)c2c(C)c(C)sc2n1	-0.7	5.0	0.2	0.1	-3.4	4.0	-1.5	-1.1	6.1
40	Cc1cc(SCC2=NNC(=O)C2)c(Cl)cc1Cl	-3.6	2.7	0.1	0.9	0.4	2.0	2.8	5.1	3.5
41	CCC1CCCCN1CCNC(=O)C1CCN(S(=O)(=O)c2c(C)noc2C)CC1 (stereo not given)	27.6	-2.8	0.1	0.6	6.5	0.0	13.3	17.1	5.1
42	CC1Sc2ccc(C(=O)Nc3cc(S(C)(=O)=O)ccc3Cl)cc2NC1=O (stereo not given)	17.9	-5.9	0.1	nt	-7.5	8.0	-3.3	-4.1	nt
43	COc1ccc(C(=O)Nc2c(N)nc(SCC(=O)Nc3ccc(NC(C)=O)cc3)[nH]c2=O)cc1OC	1.0	-2.1	0.0	0.2	6.7	5.0	2.3	6.0	-0.5
44	Cc1cccc(/C(N)=N/OC(=O)c2cccc3ccccc23)c1	-0.2	-1.3	0.2	-2.8	-1.2	0.0	-5.1	1.9	-5.9
45	Fc1ccccc1NC(=S)N1CCN(Cc2ccc3c(c2)OCO3)CC1	7.4	-2.0	-0.1	0.4	0.0	1.0	14.1	4.6	0.9
46	COc1ccc(Cl)cc1NC(=O)CN(C)C(=O)C12CC3CC(CC(Cl)(C3)C1)C2	10.7	nt	-0.3	-0.3	nt	0.0	nt	nt	nt
47	C/C(=N\NC(=O)c1nnn(-c2nonc2N)c1C(C)C)c1ccc2ccccc2c1	18.7	-1.4	-0.4	-1.4	9.8	1.0	5.1	8.9	-2.3
48	Cc1ccc(P(=O)(CO)c2ccc(C)cc2)cc1	-5.0	-9.8	-0.2	0.8	-0.3	5.0	5.2	6.1	0.7
